OXTR potentiator: human OXTR potentiators, primary screen, fluorescence, CHO-OTR cells, Fluo-8 calcium | Fluo-8 calcium fluorescence, potentiator mode; 0% = oxytocin EC15, 100% = EC100 | 320,000 tested, 0.061% active | AID 2445, 2010 | activation, % at 3 µM | Oxytocin receptor (Homo sapiens), P30559;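 active = activation above that plate's cutoff, the mean activation of tested compounds plus 3 SD, cut at about 6.6% in these data, passing the limit was not always enough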;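 note: 100% uses oxytocin at 75 nM as the full agonist control; some results filed as inactive read as strong as hits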
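Assay system: CHO cell line stably expressing human OTR. Reagent: EC15 oxytocin agonist. Dosing: single dose, 3.0 µM nominal final compound concentration. Timing: compound 6 min at room temperature before oxytocin, 100 s read. Signal: kinetic Fluo-8 calcium fluorescence. Controls: oxytocin EC15 low and EC100 high.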
M1 PAM: human M1 muscarinic receptor positive allosteric modulators, primary screen, CHO-K1 cells, Fluo-8 calcium fluorescence, 1536-well; Muscarinic acetylcholine receptor M1 (Homo sapiens), P11229; CHO-K1 hM1, ACh EC20; 0% = ACh EC20, 100% = maximal ACh; activation, % at 3 µM; 360,000 tested, 0.088% active; AID 588819, 2011; in the data active = activation above about 19%, passing the limit was not always enough
TAAR1 antag: human TAAR1 antagonists, primary screen, Fluo-8 calcium fluorescence, CHO RD-HGA16 cells | antagonist | Trace amine-associated receptor 1 (Homo sapiens), Q96RJ0 | inhibition, % at 3 µM | 360,000 tested, 1.5% active;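 active = inhibition above a per-plate cutoff, the mean inhibition of test compounds on that plate plus 3 SD, cut at about 49% in these data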;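 note: 0% = DMSO plus EC80 beta-PEA response and 100% = DMSO alone without agonist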
Target sequence (Q96RJ0 whole entry, looked up): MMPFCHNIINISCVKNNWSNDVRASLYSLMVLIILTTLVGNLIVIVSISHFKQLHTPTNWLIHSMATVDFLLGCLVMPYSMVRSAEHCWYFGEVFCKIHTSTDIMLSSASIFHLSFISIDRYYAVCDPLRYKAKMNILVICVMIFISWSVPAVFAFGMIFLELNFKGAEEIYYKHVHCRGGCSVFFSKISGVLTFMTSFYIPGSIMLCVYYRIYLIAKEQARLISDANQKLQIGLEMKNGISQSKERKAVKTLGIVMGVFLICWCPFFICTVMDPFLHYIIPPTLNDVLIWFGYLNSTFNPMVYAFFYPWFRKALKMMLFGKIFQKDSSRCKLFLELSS
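System: CHO RD-HGA16 cells bearing hTAAR1. Reagent: EC80 β-phenethylamine stimulus. Schedule: seeding 17-24 h prior, 75-min 37 °C, 30-min RT dye loading. Signal: Fluo-8 intracellular calcium dye fluorescence, real-time kinetic reads. Read-out: % inhibition from peak post-agonist over basal fluorescence ratio. Benchmarks: vehicle wells and EC80 agonist wells. Replicates: n of 1.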
CHRM1 agonist: human M1 muscarinic receptor agonists, primary screen, Fluo-8 calcium fluorescence, CHO-K1 cells, HTS; activation, % at 3 µM; 360,000 tested, 0.33% active; AID 588814, 2011; CHO-K1 hM1, agonist mode; 0% DMSO, 100% acetylcholine EC100; Muscarinic acetylcholine receptor M1 (Homo sapiens), P11229;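 active = activation above the run's mean compound activation plus 3 SD, cut at about 16% in these data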;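 note: peak over basal fluorescence ratio within a 140 s kinetic read after compound addition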
CHO parental Ca: ATP-evoked calcium signal inhibitors, parental CHO, primary screen, counter-screen for OX1R antagonist project, cell-based, fluorescence, Fluo-8 calcium dye. parental CHO-K1, ATP-induced calcium, Fluo-8 fluorescence. inhibition, % at 5.6 µM. 330,000 tested, 0.63% active. AID 463079, 2010;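 active = inhibition above that plate's mean sample inhibition plus 3 SD, cut at about 26% in these data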;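 note: 0% = ATP-challenged DMSO wells and 100% = DMSO wells without ATP; some compounds past the cut are filed as inactive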
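Material: Parental CHO cells | Reagent: ATP | Compound dosing: Single nominal dose of 5.6 µM per compound | Detection: Intracellular calcium via Fluo-8 no-wash fluorescent dye | Read-out: % inhibition of ATP-induced calcium mobilization | Benchmarks: Low control ATP plus DMSO, high control DMSO only | Replicates: Singlicate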
CHRM1 antagonist: human M1 muscarinic receptor antagonists, primary screen, CHO-K1 cells, Fluo-8 calcium fluorescence, 1536-well; inhibition, % at 3 µM; AID 588852, 2011; Muscarinic acetylcholine receptor M1 (Homo sapiens), P11229; 360,000 tested, 1.3% active; CHO-K1 hM1, ACh EC80 antagonist;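 active = percent inhibition above its own plate's cutoff, namely the mean of that plate's compound wells plus 3 SD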;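 note: peak over basal fluorescence ratio during 140 s after agonist addition; 0% = ACh EC80 plus DMSO and 100% = DMSO alone without agonist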
OXTR ag: human OXTR agonists, primary screen, fluorescence, CHO-OTR cells, Fluo-8 calcium; Oxytocin receptor (Homo sapiens), P30559; Fluo-8 calcium fluorescence; normalized: DMSO 0%, oxytocin 100%; activation, % at 3 µM; 320,000 tested, 0.32% active;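 active = activation above the mean of all tested compounds plus 3 SD, cutoff set per screening run, cut at about 20% in these data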;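 note: peak over basal fluorescence ratio from a 100 s FLIPR kinetic read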
V1aR counter: agonists of human V1a receptor, primary screen, counter-screen for OXTR agonist project, fluorescence, CHO-V1R cells | Fluo-8 calcium fluorescence, agonist mode; 0% DMSO, 100% 3 nM vasopressin | AID 2797, 2010 | activation, % at 3 µM | Vasopressin V1a receptor (Homo sapiens), P37288 | 320,000 tested, 0.25% active;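 active = activation above the mean activation of all tested compounds plus 3 SD, per screening run, cut at about 20% in these data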;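 note: signal is peak over basal fluorescence ratio across a 100 second FLIPR read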
Target sequence (P37288 whole entry, looked up): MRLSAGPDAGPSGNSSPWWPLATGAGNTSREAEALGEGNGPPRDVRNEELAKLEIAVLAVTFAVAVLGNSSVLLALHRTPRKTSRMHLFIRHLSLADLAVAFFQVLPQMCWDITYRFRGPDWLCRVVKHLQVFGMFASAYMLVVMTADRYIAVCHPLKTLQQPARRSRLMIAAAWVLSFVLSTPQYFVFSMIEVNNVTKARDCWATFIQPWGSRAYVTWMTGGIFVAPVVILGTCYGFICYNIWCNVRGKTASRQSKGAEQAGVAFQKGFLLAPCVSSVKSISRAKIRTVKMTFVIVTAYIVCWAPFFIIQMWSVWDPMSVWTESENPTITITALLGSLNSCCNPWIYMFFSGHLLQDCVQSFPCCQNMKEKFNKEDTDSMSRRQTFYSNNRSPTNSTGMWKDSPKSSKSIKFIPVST
TAAR1 agonist: human TAAR1 agonists, primary screen, Fluo-8 calcium fluorescence, CHO RD-HGA16 cells | Trace amine-associated receptor 1 (Homo sapiens), Q96RJ0 | vehicle wells 0%, saturating PEA agonist 100% | activation, % at 3 µM | 360,000 tested, 0.99% active | AID 624467, 2012;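 active = activation above the mean activation of all test compounds in the run plus 3 SD, cut at about 38% in these data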
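Repeats: no replicates (n 1) | Material: CHO-derived RD-HGA16 cells with stable Gα16 and human TAAR1 | Technique: Kinetic Fluo-8 calcium fluorescence | Schedule: 17-24 h seeding, 75 min 37 °C dye, 30 min RT | Evaluation: % activation from peak over basal fluorescence ratio, DMSO-to-PEA scaled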
Starred values were filed as active, the others as inactive; . = no result given.

SMILES | OXTR potentiator | M1 PAM | TAAR1 antag | CHRM1 agonist | CHO parental Ca | CHRM1 antagonist | OXTR ag | V1aR counter | TAAR1 agonist
CCOC(=O)C[C@H]1c2ccccc2S(=O)(=O)N1C1CC1 | 3 | 3 | -11 | -1 | -7 | 0 | -0.8 | 1.0 | 4
O=[N+]([O-])c1ccc(O)c(/C=N/Nc2ncnc3c2cnn3-c2ccccc2)c1 | . | 6 | 0 | -2 | . | -6 | . | . | 2
CC(=O)N1CCN(c2ccc(NC(=O)c3ccccc3)cc2)CC1 | 2 | 3 | 3 | 0 | -6 | -10 | 0.7 | 1.4 | 2
Cc1ccc(OCC(=O)N/N=C\c2ccc(O)cc2)c([N+](=O)[O-])c1 | -12 | -4 | 0 | -5 | -9 | 4 | 2.7 | 3.5 | 7
CCOC(=O)CN(C(=O)COc1nc(C)cc(C)c1C#N)c1cccc(Cl)c1 | -2 | 0 | -10 | -5 | -20 | 5 | -2.3 | -1.3 | 0
COc1ccc(-c2noc(CSc3nnc(-c4ccncc4)n3-c3ccc(F)cc3)n2)cc1OC | -6 | -11 | -9 | -3 | -7 | 27 | 0.6 | 1.5 | 1
COc1ccc(OCCSc2nc3ccccc3c(=O)[nH]2)cc1 | -10 | -13 | 26 | -8 | -7 | 4 | 0.2 | 0.6 | 8
NS(=O)(=O)c1ccc(CCNC(=O)CCNS(=O)(=O)c2ccccc2C(F)(F)F)cc1 | 4 | 15 | 3 | -4 | -8 | -14 | 1.0 | -0.3 | 5
O=C(c1ccc2c(=O)n(Cc3ccccc3)c(=S)[nH]c2c1)N1CCOCC1 | -10 | 9 | -5 | 5 | -10 | 1 | 4.1 | 4.6 | 5
O=C(CCc1ccccc1)NCCc1cccs1 | -3 | 5 | 11 | -5 | -2 | -8 | -1.4 | -0.2 | 3
CC(=O)NS(=O)(=O)c1ccc(NC(=O)COc2ccc(C(=O)c3ccccc3)cc2)cc1 | -6 | 6 | -17 | -6 | -7 | 1 | -0.1 | 1.4 | 2
COC(=O)C1=C(C)NC(=O)/C1=C\N(C)C | -7 | 2 | -19 | -5 | -2 | 5 | 2.1 | 4.0 | 1
Cc1ccc(Cl)cc1N1CCN(Cc2nnnn2Cc2ccco2)CC1 | -19 | 1 | 3 | -2 | -12 | -20 | -0.9 | 0.0 | 10
CC1(c2ccc([N+](=O)[O-])cc2)NC(=O)NC1=O (stereo not drawn) | 3 | 12 | 8 | 3 | -2 | -20 | 1.5 | 1.3 | 0
COc1cccc(N2CCN(CC(=O)Nc3ccc(S(=O)(=O)N4CCCCCC4)cc3)CC2)c1 | -4 | -10 | 13 | -3 | -5 | 11 | 4.5 | 4.6 | 4
COc1ccc(-n2c(SCC(=O)NCC3CCCO3)nc3ccccc3c2=O)cc1Cl (stereo not drawn) | . | -2 | -8 | -4 | . | -2 | . | . | 2
Cc1ccc(OCC(O)CN2CC3(C)CC2CC(C)(C)C3)cc1 (stereo not drawn) | -1 | 6 | -5 | -7 | -26 | -4 | -1.2 | -0.1 | 6
Cc1ccc2cc3cc(C(=O)NCCCN4CCCC4)oc3nc2c1 | -7 | 11 | -18 | -4 | -5 | -9 | -1.4 | 0.0 | 2
COc1ccc(NC(=O)Nc2ccc(N3CCOCC3)c3nonc23)c(OC)c1 | -7 | 6 | -7 | -4 | -19 | -7 | -0.6 | -0.3 | 1
O=C(NC(=O)c1ccccc1)Nc1ccccc1O | -19 | 13 | -4 | 3 | 0 | -15 | 3.8 | 5.3 | 2
CCOC(=O)C1=C(CSc2n[nH]c(N)n2)NC(=O)NC1C (stereo not drawn) | -4 | 1 | 0 | -4 | -9 | 1 | 0.0 | 0.3 | 19
Cc1ccc(NC(=O)c2ccc(F)cc2F)cc1 | -6 | -1 | 10 | -4 | -2 | 6 | -1.9 | -0.5 | 14
CCOc1ccc(NC(=O)NCC2CCN(c3ccc(OC)cc3)C2)cc1 (stereo not drawn) | -5 | 4 | -3 | -6 | -13 | -7 | -0.8 | -0.2 | 4
Cc1ccnn1-c1ccc(C(=O)OCC(=O)Nc2ccc(F)cc2)cc1 | . | 7 | -8 | -3 | . | -5 | . | . | 2
Cc1cc(=O)n(C)c(=O)n1CCCCCOc1cccc([N+](=O)[O-])c1 | -12 | 0 | 5 | -1 | 1 | 4 | 6.0 | 8.4 | 4
CC1(C)CC(=O)C(C=NCCN2CCN(CC(=O)Nc3ccc(F)cc3)CC2)=C(O)C1 | -2 | -13 | -4 | -6 | -8 | 26 | 0.2 | 0.1 | 1
CC(C)C(N)c1csc(Nc2ccc(C(F)(F)F)cn2)n1 (stereo not drawn) | . | 10 | -26 | 1 | . | -1 | . | . | 26
CC(C)C[C@@H](CC#N)N1CCN(Cc2ccccc2)CCC1=O | 4 | 7 | 15 | -10 | -16 | -7 | 0.6 | 1.4 | 0
CCOC(=O)c1ccc(C(=O)NNC(=O)C2CC=CCC2)cc1 (stereo not drawn) | 1 | 13 | -6 | 3 | -12 | -25 | 1.2 | 0.2 | 0
COC(=O)c1ccc(NC(=S)NNC(=O)c2ccccc2)cc1 | -10 | -1 | -13 | -3 | -10 | 5 | -0.1 | 0.1 | 0
O=C(Cn1cnc([N+](=O)[O-])n1)NCCO | 0 | 3 | -37 | 1 | -6 | -15 | 0.9 | 0.9 | 9
CN(C)C(=O)Cn1nc(-c2ccccc2)c2ccccc2c1=O | -4 | 4 | 2 | -4 | -6 | -6 | 0.1 | 2.2 | 4
O=C(CSc1nnc(-c2ccncc2)n1C1CC1)c1cccs1 | . | -3 | -3 | 0 | . | -8 | . | . | 3
O=C1ON=C(c2ccccc2[N+](=O)[O-])/C1=C/c1cccc([N+](=O)[O-])c1O | -1 | 19 | 4 | -2 | -12 | 7 | 1.4 | 2.0 | -1
CCN(C(=O)COC(=O)/C=C/c1ccc2c(c1)OCO2)c1c(N)n(Cc2ccccc2)c(=O)[nH]c1=O | . | 3 | 1 | -3 | . | -2 | . | . | 5
CC1CCN(c2ccccc2NC(=S)NC(=O)C(C)(C)C)CC1 | -9 | 5 | -2 | -5 | -36 | -9 | 13 | -0.5 | 0
CCC(=O)NCC(c1cccs1)S(=O)(=O)c1ccc(C)cc1 (stereo not drawn) | -12 | 6 | -35 | -4 | -17 | -11 | 0.4 | 0.4 | 5
CC1(c2ccc([N+](=O)[O-])cc2)NC(=O)N(CC(=O)Nc2ccc(N3CCCCC3)cc2)C1=O (stereo not drawn) | -14 | 2 | 40 | 9 | 18 | 16 | 11 | 11 | 43*
O=C(c1ccccc1)n1c(=O)c(F)cn(COCCBr)c1=O | 4 | 5 | -23 | 0 | -1 | -11 | 1.2 | 0.4 | 0
CCCCCCC(C)NC(=S)Nc1cc(S(=O)(=O)N(C)C)ccc1C (stereo not drawn) | -16 | -14 | 13 | -6 | -5 | 14 | 8.1 | 7.2 | 14
CCN(CC)S(=O)(=O)c1ccc(S(=O)(=O)Nc2cc3c(cc2C(C)=O)OCO3)cc1 | -7 | -12 | -12 | -11 | -6 | 8 | 3.6 | 5.3 | 9
Cc1cc(/C=C2/C(=O)NN(c3ccccc3)C2=O)c(C)n1-c1ccc(O)cc1 | -6 | 4 | -10 | -2 | 10 | 2 | 3.5 | 2.4 | 7
NC(=O)CSc1nnc(-c2ccccn2)n1Cc1ccco1 | 2 | 1 | -27 | -2 | -24 | 8 | 1.0 | 1.5 | 1
O=c1c2c3c(sc2ncn1/N=C/c1ccc(Br)o1)CCCC3 | -7 | 0 | 4 | -8 | -12 | -2 | -1.6 | -1.5 | 5
CCN1C(=O)[C@H]2[C@@H](c3ccc(-c4ccccc4)cc3)N3CCC[C@@]3(C(=O)OC)[C@H]2C1=O | -13 | 15 | 24 | 4 | -13 | 3 | 0.5 | 4.2 | 10
COc1ccc2c(=O)c3c(=O)n(Cc4ccccc4)c(C(C)C)nc3oc2c1 | . | 1 | -28 | -3 | . | -6 | . | . | -1
COc1ccc(/C=C(\NC(=O)c2ccc([N+](=O)[O-])cc2)C(=O)NCCCn2ccnc2)cc1 | -3 | 9 | -12 | -10 | -13 | -20 | 1.1 | 0.3 | 4
CC1=C(C(=O)OCC(Cl)(Cl)Cl)N2C(=O)C(NC(=O)Cc3ccccc3)C2SC1 (stereo not drawn) | -40 | 3 | 61* | -3 | -5 | 5 | 7.0 | 9.5 | 25
CN(CC(=O)Nc1ccc(N2CCOCC2)cc1)C(=O)CCc1cc(C(C)(C)C)c(O)c(C(C)(C)C)c1 | -18 | -1 | -18 | -2 | -16 | 5 | -1.9 | -0.4 | -2
CC1CC1C(=O)OCC(=O)NC(=O)NCc1ccco1 (stereo not drawn) | -12 | 12 | 10 | -2 | -11 | -30 | 0.1 | -0.7 | -1
CCOC(=O)c1c(-c2cccs2)csc1NC(=O)CCCC(=O)O | -3 | 4 | 5 | -2 | -1 | 5 | 0.8 | 0.8 | 6
CC(=O)Nc1c(C(=O)N2CCN(c3ccccn3)CC2)cnn1-c1ccc(C)cc1 | -3 | -3 | -33 | -7 | -5 | -3 | -0.3 | 0.2 | 2
O=C(Cn1cncn1)c1ccccc1Br | -5 | 12 | -15 | -4 | -3 | -8 | 0.2 | 0.7 | 3

Structural class, those above containing a cyano group.
SMILES | OXTR potentiator | M1 PAM | TAAR1 antag | CHRM1 agonist | CHO parental Ca | CHRM1 antagonist | OXTR ag | V1aR counter | TAAR1 agonist
CCOC(=O)CN(C(=O)COc1nc(C)cc(C)c1C#N)c1cccc(Cl)c1 | -2 | 0 | -10 | -5 | -20 | 5 | -2.3 | -1.3 | 0
CC(C)C[C@@H](CC#N)N1CCN(Cc2ccccc2)CCC1=O | 4 | 7 | 15 | -10 | -16 | -7 | 0.6 | 1.4 | 0

Compounds as they come; about 3.7% have a hit in one of these screens.
